AMA1-RON2 inh: inhibitors of Plasmodium falciparum AMA1-RON2 interaction; AlphaScreen AMA1-biotinylated RON2 peptide binding; Potency, µM (highest dose often 58.2 µM), inactives show top-dose activity change, negative = inhibition, actives largely listed as inhibitors; hit rate 0.2% among 360,000; AID 720542;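 note: potency is the fitted concentration of half-maximal effect; 0% = vehicle wells and -100% = peptide control; nearly all actives have a fitted effect of over 45% in size; some results filed as inactive show a strong effect at the top dose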
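AMA1 (3D7) with his tag at 25 nM final met compounds first, then biotinylated RON2 peptide at 25 nM; detection used donor plus acceptor beads, 10 µg/mL apiece, read by AlphaScreen after 30 min at room temperature.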
HCMV inh: inhibitors of human cytomegalovirus; HFF cells, HCMV-luciferase reporter, 72 h; active compounds read low; hit rate 4.5% among 410,000; activity change, negative = inhibition, % at 57.5 µM; in the data active = activity change below about -60%; inconclusive = no clear call, values can overlap the other calls; inactive = above about -39%
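Compounds were evaluated in HFFs infected with an HCMV luciferase reporter virus (MOI 1 PFU/cell). Luciferase in lysates collected 72 h post infection served as the replication measure.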
AmpC detergent: AmpC beta-lactamase inhibition with detergent present. P00811. AmpC hydrolysis of nitrocefin, absorbance 480 nm, 0.01% Triton. Potency, µM (titrated, usually from 114 µM), for the others: at the highest dose activity change, negative = inhibition, hits mostly inhibitors. hit rate 0.041% among 370,000;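 note: potency is the fitted concentration of half-maximal effect; 0% = no-compound wells and -100% = no-enzyme wells; nearly all actives have a fitted effect of over 25% in size; some results filed as inactive show a strong effect at the top dose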
Target sequence (P00811 whole entry, looked up): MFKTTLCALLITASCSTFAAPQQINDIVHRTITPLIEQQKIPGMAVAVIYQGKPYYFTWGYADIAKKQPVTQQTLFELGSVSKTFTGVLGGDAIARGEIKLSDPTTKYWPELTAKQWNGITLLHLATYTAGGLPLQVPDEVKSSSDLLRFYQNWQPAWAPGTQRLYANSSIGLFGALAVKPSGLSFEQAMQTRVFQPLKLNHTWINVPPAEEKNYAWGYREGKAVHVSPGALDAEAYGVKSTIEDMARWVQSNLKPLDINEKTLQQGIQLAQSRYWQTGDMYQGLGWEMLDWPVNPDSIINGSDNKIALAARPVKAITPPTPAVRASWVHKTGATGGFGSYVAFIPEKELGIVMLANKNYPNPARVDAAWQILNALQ
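20 mM phosphate pH 7.0 + 0.01% (detergent screen) or 0.0001% Triton X-100; 5.3 nM AmpC reagent; cpd preinc 15 min RT; nitrocefin (800 uM stock) to start; A480 q20 s × 4 min; Activity was normalised to no-enzyme and no-compound control wells.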
Tb PYK inh: inhibitors of Trypanosoma brucei pyruvate kinase. hit rate 0.12% among 410,000. AID 624173. TbPYK enzyme, Kinase-Glo Plus ATP luminescence, 45 min. Q57TT1. Potency, µM (highest dose often 76.8 µM), for the others: at the top dose activity, negative = inhibition, usual class: inhibitors; note: potency is the fitted concentration of half-maximal effect; nearly all actives have a fitted effect of over 50% in size
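Quantitative HTS: titrated library compounds versus trypanosomal pyruvate kinase in TEA buffer (pH 7.2) containing KCl, MgCl2, BSA and Tween-20. Reactions were initiated with ADP, 130 uM final. Kinase-Glo Plus luminescence was read after 45 min at RT.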
Sm TGR block: blocks Schistosoma mansoni thioredoxin glutathione reductase. Q962Y6. purified TGR, DTNB reduction, TNB absorbance 405 nm. Potency, µM (titrated, usually from 114 µM), for inactives: top-dose activity change, negative = inhibition, usual class: inhibitors. hit rate 3% among 360,000. AID 485364; note: potency is the fitted concentration of half-maximal effect; nearly all actives have a fitted effect of over 60% in size
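First, TGR (20 nM dispensed) and NADPH were mixed with compound. Second, a 15 min room-temperature incubation followed. Third, further NADPH and then DTNB were added to start the reaction. Finally, TNB absorbance was monitored kinetically.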
AmpC no deterg: blocks E. coli AmpC beta-lactamase in detergent-free assay; Potency, µM (doses to about 57.1 µM), inactives show at the top dose activity change, negative = inhibition, actives largely listed as inhibitors; AmpC nitrocefin hydrolysis, absorbance 480 nm, 0.0001% Triton; P00811; hit rate 0.52% among 330,000; AID 485341;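 note: potency is the fitted concentration of half-maximal effect; plate controls were no compound for no effect and no enzyme for full effect; nearly all actives have a fitted effect of over 20% in size; some results filed as inactive show a strong effect at the top dose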
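AmpC (5.3 nM in the dispensed reagent) in 20 mM phosphate pH 7.0 with 0.01% (detergent screen) or 0.0001% Triton X-100 was preincubated with compounds for 15 min at room temperature. Nitrocefin was then added from an 800 uM solution, and hydrolysis was followed at 480 nm.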
LmPK inh: blocks Leishmania mexicana pyruvate kinase activity; Q27686; purified LmPK, Kinase-Glo ATP luminescence, 1 h; Potency, µM (highest dose often 57.5 µM), without a hit: at the top dose activity change, negative = inhibition, actives largely listed as inhibitors; hit rate 0.37% among 290,000; AID 1721; note: potency is the fitted concentration of half-maximal effect
Target sequence (Q27686 whole entry, looked up): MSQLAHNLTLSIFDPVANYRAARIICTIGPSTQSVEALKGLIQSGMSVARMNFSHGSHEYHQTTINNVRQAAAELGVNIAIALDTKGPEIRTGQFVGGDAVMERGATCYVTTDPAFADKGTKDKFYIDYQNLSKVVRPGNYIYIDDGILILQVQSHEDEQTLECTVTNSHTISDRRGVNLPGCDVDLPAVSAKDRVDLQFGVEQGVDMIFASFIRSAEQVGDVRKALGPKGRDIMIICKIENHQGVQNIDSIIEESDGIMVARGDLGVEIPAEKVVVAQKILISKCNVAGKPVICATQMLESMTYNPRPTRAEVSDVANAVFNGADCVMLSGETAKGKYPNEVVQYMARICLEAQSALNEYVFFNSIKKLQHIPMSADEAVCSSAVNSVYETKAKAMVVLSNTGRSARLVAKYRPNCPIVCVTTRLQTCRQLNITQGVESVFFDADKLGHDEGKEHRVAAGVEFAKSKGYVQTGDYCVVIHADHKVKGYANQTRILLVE
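In 50 mM imidazole pH 7.2 with 7 mM MgCl2, LmPK (0.1 nM) turned over PEP (0.5 mM) and ADP (0.1 mM) for 1 h at room temperature. Luciferase read-out of ATP.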
Active calls of the source: *; ? = inconclusive; . = no result given; [ ] = dose if it differs, or a comment. Unless noted, calls come from the whole dose curve; as a rule, active = well fitted curve in the direction sought with a large enough effect; inconclusive = small, poorly fitted or top-dose-only effect, or another doubt; inactive = no such curve, though single readings can be large; an effect the other way counts as inactive or inconclusive. Unless noted, % is set by controls: 0 for no effect and ±100 for the full control effect.

smiles	Tb PYK inh	Sm TGR block	AmpC no deterg	HCMV inh	AmpC detergent	LmPK inh	AMA1-RON2 inh
COc1ccc(-c2nc3c(c(SCc4cc(C)ccc4C)n2)Cc2c(CO)cnc(C)c2O3)cc1	-3%	1%	.	-4	-6%	.	.
O=C(c1cccc(C(F)(F)F)c1)C1CCCN(Cc2cccn2-c2ncccn2)C1 (stereo not given)	7%	0%	31%	?	6%	-4%	6%
O=C(CC(=O)Nc1ccccc1C(F)(F)F)Nc1ccccc1C(F)(F)F	28%	0%	-13%	3	2%	5%	11%
Cc1cccc(NC(=O)CSc2nnnn2-c2ccc3c(c2)OCCO3)n1	-1%	5%	131%[activator]	-37	-3%	3%	-2%
O=C(OCC(=O)N1CCOCC1)c1ccc2[nH]c3c(c2c1)CCCC3	8%	-1%	0%	?	?	3%	5%
Cc1ccc(CSc2nnc(SCC(=O)N/N=C/c3ccc(C(=O)O)cc3)s2)cc1	0%	-7%	-39%	-66*	2%	-2%	-8%
CCN(CC)CCCNC(=O)c1cn(-c2cccc(OC)c2)c(=O)c2ccccc12	2%	10%	-10%	-33	-3%	1%	19%
Cc1cccn2c(=O)c(C=O)c(Nc3ccc(S(N)(=O)=O)cc3)nc12	-1%	1%	-11%	.	-2%	-6%	0%
COc1cc(C(=O)N/N=C/c2sccc2C)cc(OC)c1OC	0%	-9%	-22%	-87*	-9%	-1%	14%
Cc1ccc(-c2noc(CN(C(=O)c3ccc4c(c3)OCO4)C(C)C)n2)cc1	-1%	-1%	34%	24	-5%	4%	14%
COc1ccc(OC(C)C(=O)N(C)Cc2nc(-c3ccccc3)no2)cc1 (stereo not given)	-4%	-2%	2%	-33	?	-1%	13%
CCOC(=O)N1CCN(C(=O)CSc2nc3c([nH]c4ccccc43)c(=O)n2C)CC1	-4%	-11%	-14%	108	-4%	4%	6%
COc1ccccc1N1CCN(Cc2cnc3ccc(Cl)cn23)CC1	-6%	12%	-15%	?	0%	3%	0%
CCCCn1c(N)c(N(CC(C)C)C(=O)c2cccs2)c(=O)[nH]c1=O	0%	5%	-4%	-1	2%	.	-4%
CCC(C)Nc1nnnc2c1sc1nc3c(cc12)COC(C)(C)C3 (stereo not given)	0%	-5%	2%	?	-12%	2%	-6%
CC1CCN(c2oc(-c3ccco3)nc2S(=O)(=O)c2ccccc2)CC1	-1%	-7%	-3%	-19	-11%	-4%	?
CC(=O)Nc1ccc(C(=O)N/N=C/c2ccccc2OC(=O)c2ccc(Cl)cc2)cc1	-1%	1%	86%[activator]	38	-14%	2%	103%[activator]
O=C(COC(=O)c1ccc(F)cc1)Nc1ccc2c(c1)OCO2	-19%	.	-20%	-24	.	.	-9%
CC1CCCC(NC(=O)CSC2=Nc3ccccc3C3CC=NN23)C1C (stereo not given)	-8%	-23%	-11%	0	-3%	.	1%
O=C(O)CN1C(=O)/C(=C/c2cccc(Cl)c2)Oc2ccccc21	-3%	6%	-10%	28	3%	-2%	10%

Reprinted from the part before: three entries; new compounds follow.
smiles	Tb PYK inh	Sm TGR block	AmpC no deterg	HCMV inh	AmpC detergent	LmPK inh	AMA1-RON2 inh
O=C(COC(=O)c1ccc(F)cc1)Nc1ccc2c(c1)OCO2	-19%	.	-20%	-24	.	.	-9%
CC1CCCC(NC(=O)CSC2=Nc3ccccc3C3CC=NN23)C1C (stereo not given)	-8%	-23%	-11%	0	-3%	.	1%
O=C(O)CN1C(=O)/C(=C/c2cccc(Cl)c2)Oc2ccccc21	-3%	6%	-10%	28	3%	-2%	10%
O=C(NCCCN1CCCC1=O)c1cccc(S(=O)(=O)Nc2ccc(Br)cc2)c1	3%	-13%	48%	-40	-5%	.	5%
CN(c1ccc(Cl)cc1)S(=O)(=O)c1nnc(NC(=O)C2CCCCC2)s1	1%	-3%	.	87	9%	.	.
Cc1cc(C(F)(F)F)n(-c2nc(C(=O)N/N=C/c3ccc(F)cc3)cs2)n1	-7%	10%	45%	25	10%	6%	-10%
COc1ccc(S(=O)(=O)N(C)c2ccc(C(N)=O)cc2)cc1	2%	-1%	-10%	-4	5%	-1%	-9%
O=[N+]([O-])C(C1CCS(=O)(=O)C1)C1CCS(=O)(=O)C1 (stereo not given)	-6%	0%	-2%	-21	6%	5%	-1%
N#Cc1c(-c2ccc(F)cc2)cc(-c2cccnc2)nc1N	0%	-3%	-9%	7	?	-2%	24%
C=CCn1c(SCN2C(=O)c3ccccc3C2=O)nc2ccc(Cl)cc2c1=O	2%	-8%	-39%	21	-9%	1%	49%[activator]
Cc1ccc(-c2nc(NCCN3CCOCC3)c3ccccc3n2)cc1	4%	-14%[11.4 µM]	70%[activator]	220	-9%	5%	-10%
CSc1nc(S(=O)(=O)c2ccccc2)c(Cl)s1	3%	18%	-8%	-33	4%	3%	21%
CCOC(=O)C1=C(N)Oc2ccc3ccccc3c2C1c1cccc(O)c1 (stereo not given)	-2%	6%	-15%	6	-3%	2%	-15%
COC(=O)C1=C(c2ccccc2)C[C@@H]2CC[C@H]1N2C(=O)NCc1ccccc1	-1%	.	.	56	.	.	8%
Cn1nc(C(F)(F)F)c2cc(C(=O)O)sc21	1%	0%	-3%	-28	-2%	-5%	-13%
COc1ccc(C(CC(=O)N2CCOCC2)c2c(O)cc(OC)cc2OC)cc1 (stereo not given)	4%	-24%	2%	-2	-1%	0%	17%
COc1cccc(OC)c1/C=C/C(=O)NC1CCCCC1	0%	-24%	-28%	-8	-10%	0%	-3%
CCCOc1ccccc1OCC(=O)Nc1cc(Cl)ccc1-n1cncn1	-5%	2%	6%	-16	-20%	.	-14%
Cc1cc(=O)[nH]c(SCCOc2ccc3c(c2)CCC3)n1	-2%	15%	.	8	3%	0%	8%
Cc1ccc(Cl)cc1NC(=O)C1CCN(c2nc3ccccc3n3cccc23)CC1	-4%	-6%	.	31	4%	.	.
O=C(Nc1ccccc1Cl)N1CCC(CN2CCCCC2)CC1	-3%	3%	.	-10	-7%	.	.
CS(=O)(=O)c1ccc(Cl)c(NC(=O)CSc2n[nH]c(-c3cccs3)n2)c1	-7%	-8%	-16%	99	-1%	.	-15%
COC(=O)c1c(NC(=O)CCCOc2cccc(C)c2)sc2c1CCC(C)C2 (stereo not given)	3%	6%	.	1	6%	.	.
Cc1cc(C)c2nc(N(Cc3cccnc3)C(=O)c3ccc(S(=O)(=O)N(C)C)cc3)sc2c1	-13%[15.4 µM]	-7%	.	0	1%	.	.
Cc1cccc(CS(=O)(=O)Cc2ccc(C(=O)NC3CCCCC3)o2)c1	7%	-2%	20%	10	1%	0%	3%
Oc1ccccc1C=NCCN=Cc1ccccc1O	7%	0%	-10%	-2	0%	-24%	122%[activator]
Cc1ccccc1C(=O)OCC(=O)Nc1cccc(S(=O)(=O)N2CCCCC2)c1	-5%	.	.	-7	.	.	9%
Cc1cc(NC(=O)C(C)SCC(=O)Nc2cc(C(F)(F)F)ccc2N2CCCCC2)no1 (stereo not given)	-9%	4%	32µM*	-20	4%	.	-7%
CCOC(=O)C1(C)CCCN1C(=O)c1ccc(N(C)C)cc1 (stereo not given)	-9%	.	.	-16	.	.	-4%
CNCCCOc1ccc(C)cc1Br	-9%	3%	-13%	54	?	-11%	-17%
COc1ccc(CC(=O)NNC(=O)c2cc(C)oc2C)cc1OC	4%	-2%	-7%	3	-5%	.	23%
COc1ccc(-c2noc(N3CCC(C(=O)Nc4cc(OC)c(OC)c(OC)c4)CC3)n2)cc1	-17%	-15%	96%[activator]	52	?	1%	0%
CSc1ccc(C2NC(=O)c3c(sc4c3CCN(C)C4)N2)cc1 (stereo not given)	2%	?	39%	9	-3%	0%	67%[activator]
Cc1ccc(C)c(NC(=O)CN(C)C(=O)c2cccc(Oc3ccccc3)c2)c1	-9%	.	63%[activator]	0	.	.	-4%
COc1ccc(N2CCN(C(=O)c3cc(C4CC4)nn3-c3ccccc3)CC2)cc1	-5%	0%	40%	-19	-7%	.	?
CCN(CC)C(=O)c1ccc2c3c(cccc13)C(=O)N(CCc1ccc(OC)c(OC)c1)C2=O	-1%	4%	105%[activator]	.	-14%	-7%	5%
CC(=O)N(C)N(C)c1cc(C)nc(N)n1	0%	12%	0%	-10	-9%	9%	12%
COCCCNC(=O)C1CC(=O)N(CCc2ccc(F)cc2)C1 (stereo not given)	-3%	-14%	-5%	2	2%	6%	-9%
O=C(Cn1nc(-c2ccc(Cl)cc2)ccc1=O)N1CCN(c2ccccc2)CC1	1%	0%	181%[activator]	16	-9%	2%	-11%
C/C(=N\NC(=O)c1ccccc1)C1C2C=CC(C2)C1(C)C (stereo not given)	0%	-2%	-20%	52	2%	-5%	51%[activator]
Cc1ccc(S(=O)(=O)N(C)CC(=O)Nc2cccc3c2CCCC3)cc1	0%	3%	-3%	-11	-2%	4%	1%
CCN1CCN(C2=NC(=O)/C(=C/c3ccc(C)o3)S2)CC1	-14%	?	29%	17	-4%	-1%	?
CC(=O)c1ccc(NC(=O)Cn2cc(S(=O)(=O)Cc3cccc(Cl)c3)c3ccccc32)cc1	-10%[15.4 µM]	0%	.	0	13%	.	.
O=C1C(Cl)=C(N2CCCCC2)C(=O)N1c1ccccc1Cl	1%	1%	-18%	17	?	3%	50%[activator]
Cc1ccc(C)c(N2CCN(S(=O)(=O)c3cc(C(=O)Nc4ccccc4C(F)(F)F)ccc3F)CC2)c1	-3%	10%	.	-35	-3%	.	.
COCCN(C(=O)c1snc(C(N)=O)c1N)C(C(=O)NC1CCCCC1)c1ccc(OC)c(OC)c1 (stereo not given)	3%	10%	6%	24	-5%	1%	-1%
O=C1SCCC1NS(=O)(=O)c1ccccc1[N+](=O)[O-] (stereo not given)	-4%	-16%	-22%	-28	8%	11%	9%
CCCCn1c(N)c(N(CCOC)C(=O)CC(NC(=O)c2ccccc2Cl)c2ccccc2)c(=O)[nH]c1=O (stereo not given)	-5%	.	.	-33	.	.	3%

Source: PubChem (National Center for Advancing Translational Sciences (NCATS))
